CCR6 antagonist: antagonists of human CCR6 receptor; CHO-K1 CCR6 PathHunter beta-arrestin, luminescence, CCL20-stimulated; actives 0.49% (n = 340,000); P51684; AID 493098; inhibition, % at 20 µM;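 active = compounds whose inhibition of the agonist-driven luminescence signal at 20 µM reaches about 50%, limit read from the data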;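 also: cells stimulated with CCL20 at 14 nM final; plate controls were DMSO with CCL20 for no effect and DMSO without agonist for full effect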
Gli-Sufu block: Gli-Sufu pathway antagonism; AID 588413; Sufu-KO-LIGHT fibroblasts, Gli luciferase reporter luminescence; actives 0.74% (n = 340,000); inhibition, % at 5 µM;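 active = inhibition above about 55%, limit read from the data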;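 also: 0% = DMSO-treated cells and 100% = wells with medium but no cells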
EBI2 block: EBI2 (human) antagonism. EBI2 beta-arrestin recruitment, luminescence, 7a,25-OHC stimulated. inhibition, % at 5 µM. actives 0.81% (n = 360,000); in the data active = inhibition above about 38%;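 also: enzyme fragment complementation signal reports receptor beta-arrestin coupling in cells; 0% = agonist plus DMSO wells and 100% = wells without agonist; some results beyond the cut were filed as inactive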
Target sequence (P32249 whole entry, looked up, the tested form may be a part): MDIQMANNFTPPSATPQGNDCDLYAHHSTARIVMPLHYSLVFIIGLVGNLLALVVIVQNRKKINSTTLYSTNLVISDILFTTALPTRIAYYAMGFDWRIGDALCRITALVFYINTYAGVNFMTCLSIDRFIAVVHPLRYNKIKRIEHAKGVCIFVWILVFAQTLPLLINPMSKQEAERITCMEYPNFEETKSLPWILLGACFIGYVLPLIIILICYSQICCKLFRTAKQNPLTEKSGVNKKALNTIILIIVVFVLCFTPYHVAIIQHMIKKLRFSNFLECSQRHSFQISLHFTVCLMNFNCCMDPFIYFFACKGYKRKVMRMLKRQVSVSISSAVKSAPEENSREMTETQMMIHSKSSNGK
ATG4B inh: blocks human ATG4B protease cleavage of LC3 substrate; ATG4B cleavage of LC3-PLA2, NBD-HPC fluorescence, 1 h; actives 0.51% (n = 340,000); inhibition, % at 8.33 µM; AID 504462; in the data active = inhibition above about 40%
APJ ag: agonists of human APJ apelin receptor | P35414 | CHO-K1 APJ PathHunter beta-arrestin, luminescence; 0% DMSO wells, 100% apelin | activation, % at 20 µM | actives 0.11% (n = 330,000) | AID 2520;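 active = activation more than six SD over the plate average, tested at 20 µM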;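 also: 0% = DMSO alone and 100% = apelin-13 at 10 nM; some results filed as inactive read as strong as hits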
Target sequence (P35414 whole entry, looked up): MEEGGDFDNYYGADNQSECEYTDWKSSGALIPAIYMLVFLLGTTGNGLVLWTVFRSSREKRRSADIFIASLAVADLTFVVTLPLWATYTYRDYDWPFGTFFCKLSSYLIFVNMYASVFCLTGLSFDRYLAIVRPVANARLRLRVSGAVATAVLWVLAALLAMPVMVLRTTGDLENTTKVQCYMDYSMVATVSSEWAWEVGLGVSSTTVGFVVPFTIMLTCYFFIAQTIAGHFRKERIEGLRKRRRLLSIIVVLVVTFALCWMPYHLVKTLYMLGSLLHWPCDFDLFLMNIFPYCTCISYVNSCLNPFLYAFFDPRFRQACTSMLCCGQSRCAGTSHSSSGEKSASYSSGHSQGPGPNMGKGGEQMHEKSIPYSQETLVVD
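Assay system: engineered CHO-K1 APJ arrestin reporter cells; Amount: 1000 CHO-K1 reporter cells seeded per well; Dosing: one dose, 20 µM compound, 1% DMSO; Times: compound stimulation 90 min at 25 °C, detection 60 min; Measured by: luminescent beta-gal fragment complementation, chemiluminescent substrate; Read-out: APJ–arrestin association signal; Controls: DMSO vs Apelin-13 10 nM.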
UBC13 inh: human UBC13 polyubiquitination inhibition | P61088 | UBC13 polyubiquitin chain formation, TR-FRET | inhibition, % at 20 µM | actives 0.47% (n = 330,000) | AID 485273; in the data active = inhibition above about 45%, passing the limit was not always enough
Target sequence (P61088 whole entry, looked up): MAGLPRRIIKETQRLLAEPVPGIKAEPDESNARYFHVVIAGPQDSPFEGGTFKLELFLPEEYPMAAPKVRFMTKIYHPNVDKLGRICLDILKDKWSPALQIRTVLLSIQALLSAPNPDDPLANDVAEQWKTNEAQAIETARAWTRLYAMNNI
CXCR6 inh: blocks human CXCR6 beta-arrestin recruitment; inhibition, % at 20 µM; actives 0.36% (n = 360,000); CHO-K1 PathHunter CXCR6 beta-arrestin, luminescence; AID 602244; O00574; in the data active = inhibition above about 34%, passing the limit was not always enough;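 also: antagonist mode with CXCL16 agonist at 10 nM final; 0% = 10 nM CXCL16 with DMSO and 100% = unstimulated wells without agonist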
APJ antag: blocks the human apelin receptor APJ; inhibition, % at 20 µM; actives 0.32% (n = 330,000); AID 2521; P35414; CHO-K1 APJ beta-arrestin complementation, luminescence;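 active = inhibition above about 40% at 20 µM, limit read from the data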;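 also: cells challenged with 10 nM apelin-13 agonist together with compound; plate controls were apelin-13 plus DMSO wells for no effect and DMSO wells lacking apelin-13 for full effect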
An asterisk follows results filed as active; nt = not tested or not shown.

The first 2 records, ahead of the listing:
mol,APJ antag,APJ ag,CCR6 antagonist,Gli-Sufu block,EBI2 block,ATG4B inh,CXCR6 inh,UBC13 inh
COc1ccc(N=Cc2c(O)ccc3ccccc23)cc1,-16,-1,-3,1,7,-11,1,-48
COc1ccc(C(=O)COC(=O)CCN2C(=O)C3C4C=CC(C5CC45)C3C2=O)cc1 (centres undefined),3,6,1,-12,9,-7,2,-3

Main list, from the start:
mol,APJ antag,APJ ag,CCR6 antagonist,Gli-Sufu block,EBI2 block,ATG4B inh,CXCR6 inh,UBC13 inh
COc1ccc(N=Cc2c(O)ccc3ccccc23)cc1,-16,-1,-3,1,7,-11,1,-48
COc1ccc(C(=O)COC(=O)CCN2C(=O)C3C4C=CC(C5CC45)C3C2=O)cc1 (centres undefined),3,6,1,-12,9,-7,2,-3
Cc1cc(Nc2ccc3c(c2)OCCO3)c2cc(Cl)ccc2n1,11,-2,-1,31,4,2,2,-1
Cn1c2ccccc2c(=O)c2ccc(C#Cc3ccccn3)cc21,-54,12,4,-25,nt,1,nt,-1
C=CCOc1c(Br)cc(/C=N/NC(N)=O)cc1OC,3,-3,3,-1,-2,-5,-2,-1
CCCCN(C(=O)c1ccc(N(C)S(=O)(=O)c2ccc(C)cc2)cc1)c1c(N)n(CCCC)c(=O)[nH]c1=O,-1,-6,5,3,1,-5,-6,-4
COC(=O)C1CCN(C(=O)COC(=O)c2ccc(OC)c(S(=O)(=O)N3CCCc4ccccc43)c2)CC1,6,-2,22,-9,0,-4,-9,8
Cc1ccc(C)c(OCC(=O)OCC(=O)Nc2c(C)nn(-c3ccccc3)c2C)c1,12,6,-3,-15,1,-8,-2,1
O=C(O)CC1S/C(=N\N=C/c2ccccc2O)N(c2ccc(O)cc2)C1=O (centres undefined),-9,2,20,-2,-8,5,6,-3
CCn1c(COc2ccc(=O)n(-c3ccccc3)n2)nnc1SCc1ccccc1,19,0,3,-12,3,-2,-8,-4
O=C(NCc1ccccc1)C(c1ccncc1)N(C(=O)c1csnn1)C1CC1 (centres undefined),-1,-3,7,4,4,-8,8,7
CC(C)Oc1ccc(CNC(=O)Cn2c(=O)c3cccn3c3cccnc32)cc1,2,-1,13,1,0,-5,-8,-10
CCOc1ccc(-n2c(SCC(=O)Nc3nccs3)nnc2-c2ccoc2C)cc1,-2,-3,15,10,-4,-6,5,-1
COc1cccc2cc(C(=O)Nc3ccccc3C(=O)N3CCOCC3)oc12,-1,-3,13,-4,-8,0,-1,3
COc1ccc(C(=O)NCC(=O)N=Nc2c(O)n(C)c3ccccc23)cc1OC,-16,-2,3,15,-7,-4,-4,-5

Looked up above:
For CXCR6 inh, `CC(C)Oc1ccc(CNC(=O)Cn2c(=O)c3cccn3c3cccnc32)cc1` is listed with -8
For CXCR6 inh, `COC(=O)C1CCN(C(=O)COC(=O)c2ccc(OC)c(S(=O)(=O)N3CCCc4ccccc43)c2)CC1` is listed with -9
For APJ ag, `Cn1c2ccccc2c(=O)c2ccc(C#Cc3ccccn3)cc21` is listed with 12
For EBI2 block, `CCn1c(COc2ccc(=O)n(-c3ccccc3)n2)nnc1SCc1ccccc1` is listed with 3

Later entries:
mol,APJ antag,APJ ag,CCR6 antagonist,Gli-Sufu block,EBI2 block,ATG4B inh,CXCR6 inh,UBC13 inh
O=C(COc1ccccc1F)NNC(=O)c1cc(Br)ccc1Cl,-5,-1,11,0,-6,2,-3,4
Cc1ncsc1C(=O)NCc1ccc(N2CCCC2=O)cc1,24,3,-6,0,-10,12,-2,6
CCCCCn1c(CNC(C)=O)nc2ccccc21,11,0,7,6,-1,-3,0,3
Cc1ncoc1C(=O)N1CCCC(C(=O)Nc2cccc(-c3ccc(F)cc3)c2)C1 (centres undefined),-2,10,4,-3,-2,-1,-3,2
COc1ccc(C(=O)Nc2ccc(F)cc2F)cc1,14,1,7,-65,-1,-7,-6,-4
CCN(CC)CCCNC(=O)CCC(=O)NNc1nc2ccccc2c2nc(C)nn12,-4,1,3,-1,-13,-6,-9,-2
Cc1ccc(N(C(=O)C2CCCO2)C2C=CS(=O)(=O)C2)cc1Cl (centres undefined),8,5,6,3,2,-2,-2,-8
Cc1nn(CC(=O)c2ccccc2Cl)c(C)c1[N+](=O)[O-],11,1,11,-7,1,7,3,4
Fc1ccc2[nH]c3c(Cl)ncnc3c2c1,9,-1,1,-2,8,-7,-22,18
O=C(Nc1ccc(NC(=O)C2CC2)nc1)c1cnccn1,1,-4,-1,-24,3,-14,-4,-4
CCCNC(=O)c1ccccc1NC(=O)Cc1ccc(OC)c(S(=O)(=O)N2CCOCC2)c1,9,-6,4,-2,-8,-3,3,0
O=C(O)c1cccc(NC(=S)NC(=O)c2cncc(Br)c2)c1,43*,-4,42,-9,-3,-3,58*,0
CCOCC(=O)Nc1nc(-c2ccccc2)c(CC)s1,19,-3,-10,7,7,1,-5,9
Cc1cc2c3c([nH]c2cc1S(=O)(=O)N1CCC2(CC1)OCCO2)CC(C)(C)CC3=O,3,0,18,-1,9,-5,3,-3
COc1ccc(C)cc1NC(=O)CN(C)S(=O)(=O)c1ccc2c(c1)CCCN2C(C)=O,7,-2,5,4,-3,-4,2,6
O=C(CSc1nncn1-c1cccnc1)Nc1cccc([N+](=O)[O-])c1,15,-3,8,-24,-31,13,-6,9
CC1(C)CN=C(NC2CCCCC2)S1,4,-2,-5,8,-11,-6,3,5
COc1ccc([N+](=O)[O-])cc1N(CC1CO1)S(=O)(=O)c1ccc(C)cc1 (centres undefined),10,-3,18,1,7,3,10,-3
CCOC(=O)N1CCN(C(=O)C2CC(c3cc(OC)ccc3OC)=NO2)CC1 (centres undefined),14,0,-3,3,4,7,-6,-25
CNc1ccc(C(=O)OCC(=O)Nc2ccnn2C(C)C)cc1[N+](=O)[O-],24,-5,14,5,-2,6,7,-28
O=C(Cn1nnc2ccccc21)C1CC1,5,-3,-12,7,1,-9,-5,6
COc1ccc(S(=O)(=O)N2CCCCC2)cc1NC(=O)CSc1nnc(C2CC2)n1C,-10,-1,-2,8,-1,-57,-2,-5
CCC(=O)c1ccc(OCC(O)CN2CCN(c3ccc(F)cc3)CC2)cc1 (centres undefined),10,-3,2,8,2,6,-3,3
CC1CCN(S(=O)(=O)c2ccc(NC(=O)CN3CCN(c4ccccc4)CC3)cc2)CC1,-17,5,-1,4,7,-5,-3,-5
O=C(Nc1ccc(-c2nc3cccnc3s2)cc1)c1ccc(Cl)nc1,-1,-1,5,-40,10,4,-7,2
Cc1cc(-c2nc3ncccc3o2)ccc1NC(=O)CC(C)C,-1,-1,-3,-24,-68,-8,0,8
COc1ccc(CNC(=O)N2CCN(S(=O)(=O)c3ccccc3F)CC2)cc1,20,-1,2,-10,13,-4,1,4
CC1(C)Cc2ccccc2C(=NCC(=O)O)N1,24,-1,-11,0,1,-1,4,3
CCCCCCCCCn1c2c(c(=N)c3c1CCC3)CCC2,16,-10,9,94*,10,10,-11,31
CCN1C/C(=C/c2cccc([N+](=O)[O-])c2)C(=O)/C(=C/c2cccc([N+](=O)[O-])c2)C1,nt,nt,62*,58*,27,8,22,nt
CCc1nnc(NS(=O)(=O)c2ccc(NC(=S)NC(=O)/C=C/c3cccs3)cc2)s1,16,-4,26,-2,7,23,7,-25
COc1cccc(C(=O)NC(=O)Nc2nc(C)cc(C(F)(F)F)n2)c1,2,-2,-13,-9,-1,-4,5,-13
CCOC(=O)C1CCCN(C(=O)COC(=O)C2=COCCO2)C1 (centres undefined),35,0,-10,-3,-4,-12,-6,-11
O=C(c1ccco1)n1nc(-c2ccc(Cl)cc2)nc1NCc1ccco1,-10,-3,9,-79,16,2,4,14
COC(=O)C(NC(=O)c1ccccc1Cl)(Nc1ncc(S(=O)(=O)c2ccc([N+](=O)[O-])cc2)s1)C(F)(F)F (centres undefined),-3,1,33,2,11,-11,10,-25
O=C(CSc1ncccn1)NCc1ccc(F)cc1,12,-4,6,-13,-9,2,0,6
COC(=O)c1cc(S(=O)(=O)N2CCN(C3CCCCC3)CC2)c[nH]1,-1,-2,-2,-1,-5,-6,-7,5
O=C(N/N=C/c1ccco1)c1ccccc1OCc1ccc(Br)cc1,14,-1,31,6,0,1,0,-9
COc1ccc(/C=N/Nc2nc(C(=O)O)cs2)cc1,19,-3,1,-51,-1,7,-2,-1
CC1CCCN(Cc2c(O)ccc3c(=O)c(-c4nc5ccccc5s4)c(N)oc23)C1 (centres undefined),4,1,14,38,4,-15,12,20
CCC(Sc1nccn1C)C(=O)Nc1ccc(Cl)cn1 (centres undefined),-1,-4,-9,5,-5,-11,1,-1
COc1ccc(C(=O)NC(=S)NNC(=O)Cc2cccs2)cc1,8,-5,-1,3,6,-4,11,-21
CN(CCOc1ccc(Br)cc1)CC(O)COc1ccc(C#N)cc1 (centres undefined),2,-2,8,8,9,9,-13,2
O=C(O)C1C2C=CC(CC2)C1C(=O)O (centres undefined),7,5,4,1,8,-2,-1,2
COc1cccc(CNC(=O)CCC2CCCN(C(=O)CCc3c(C)noc3C)C2)c1 (centres undefined),-7,-2,9,-9,-15,0,2,-12
O=C(O)C1CC=CCC1C(=O)NC1CCCCC1 (centres undefined),3,-2,1,4,-6,-7,-1,1
CCOC(=O)c1ccccc1N/C=C1\CCCCC1=O,15,-8,5,-3,3,3,1,2
Cc1ccc(C(C)C)c(OCC(=O)OCC(=O)c2c(N)n(C)c(=O)n(C)c2=O)c1,14,-1,-1,-3,9,2,-4,16
Cn1c(-c2ccc(F)cc2)cnc1NCc1ccc(F)cc1,19,2,17,4,-2,-6,5,4
CCc1ccc(-c2cc(C)no2)cc1S(=O)(=O)Nc1ccc(Cl)cn1,-4,3,8,-10,-8,12,5,-8
COc1ccccc1CNC(=O)CSc1ccc(Br)cc1,2,0,4,-9,45*,0,-9,10
CC(CC(=O)NCCc1ccc(Cl)cc1)S(=O)(=O)c1ccc2c(c1)NC(=O)CO2 (centres undefined),18,2,1,-10,-2,-3,-4,0
COc1cc2c(cc1NC(=O)COC(=O)[C@@H](NS(=O)(=O)c1ccccc1)C(C)C)oc1ccccc12,-1,-2,0,-13,15,76*,-9,-6
Cc1cc(C)nc(SCC(=O)Nc2ccccc2[N+](=O)[O-])n1,2,-2,15,-7,-12,4,-2,4
CCCCCn1c(=O)[nH]c2c(c1=O)CCC2,16,3,2,-18,-3,-9,-1,-6
O=C(CSCc1ccccc1)N1CCN(C(=O)c2ccco2)CC1,-7,-4,1,-8,-1,0,4,3
Cc1ccc(NC(=O)CO/N=C/c2ccc(N(C)C)cc2)cc1,14,-2,10,-11,-7,7,-6,-10
CCOc1ccccc1N(CC(=O)Nc1ccc2c(c1)OCO2)S(C)(=O)=O,4,2,3,-1,-14,2,6,-6
CCN(CC)P(=O)(Nc1ccc([N+](=O)[O-])cc1)c1c(C)nn(CCC#N)c1NC(=O)c1ccc(Cl)cc1Cl (centres undefined),15,-1,11,15,-2,-8,12,-10
O=C1OC(c2ccccc2)=C/C1=C/N1CCCCC1,5,0,4,-74,1,2,3,-3

(cont.)
mol,APJ antag,APJ ag,CCR6 antagonist,Gli-Sufu block,EBI2 block,ATG4B inh,CXCR6 inh,UBC13 inh
COc1ccc(CCNC(=O)CCOc2ccc(C(C)(C)C)cc2)cc1OC,-6,-5,-4,-2,5,-9,2,4
COC(=O)c1ccc(CNC(=O)C(C)N=C2NS(=O)(=O)c3ccccc32)cc1 (centres undefined),21,-3,2,-1,6,8,6,-1
CCN(CCCNC(=O)COc1cc(=O)n(CC)c2ccccc12)c1ccccc1,9,-3,7,17,1,-5,3,11
O=C(CN1C(=O)NC2(CCCCC2)C1=O)Nc1ccc(N2CCCCC2)cc1,3,-3,10,0,0,-3,-2,6
CCN(CC)S(=O)(=O)c1ccc(S(=O)(=O)N2CCCC(C(=O)NC3CC3)C2)cc1 (centres undefined),14,-1,-2,60*,-11,3,0,0

High-throughput results deposited in PubChem by Sanford-Burnham Center for Chemical Genomics.

Not a hit list; about 3% have a hit in one of these screens.
